Screening results deposited in PubChem by several laboratories.
TNF necrop inh: inhibitors of TNF-alpha triggered necroptosis, primary screen, cell-based, Jurkat FADD-/-, single concentration. 220,000 compounds, 0.068% hits. Jurkat FADD-/- TNF necroptosis rescue, ATP luminescence, 24 h; 0 = TNF only, 100 = no-TNF cells. AID 463075, 2010. activation (protection from cell death), % at 10 µM;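 active means activation, meaning protection from cell death, of at least 50% relative to plate controls; inactive means activation below 50%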;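 further: necroptosis triggered by 40 ng/mL TNF-alpha added together with compound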
Runt-SMMHC FRET: inhibitors of RUNX1 Runt–CBFb-SMMHC binding, primary screen, biochemical, FRET, Cerulean-Runt, Venus-CBFb-SMMHC, uHTS | 220,000 compounds, 0.74% hits | Cerulean-Runt/Venus-CBFb-SMMHC FRET ratio 530/480, 1 h | inhibition, % at 20 µM;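 active means mean inhibition across duplicate retests at 20 µM reaching about 50%, limit read from the data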;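 further: 0% = DMSO wells and 100% = wells with excess untagged CBFb-SMMHC; inhibitors lower the FRET ratio by blocking Runt binding to CBFb-SMMHC; some results filed as inactive read as strong as hits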
EBV gp42 block: Epstein-Barr virus gp42 inhibitors, primary screen, biochemical, uHTS, fluorescence polarization; Fluorescence polarization binding assay, mP read-out; 220,000 compounds, 0.42% hits; Glycoprotein 42 (Epstein-Barr virus (strain AG876)), Q1HVG2; inhibition, % (tested at 21.74 µM); AID 1085, 2008; in the data active means inhibition above about 50%
Target sequence (Q1HVG2 whole entry, looked up): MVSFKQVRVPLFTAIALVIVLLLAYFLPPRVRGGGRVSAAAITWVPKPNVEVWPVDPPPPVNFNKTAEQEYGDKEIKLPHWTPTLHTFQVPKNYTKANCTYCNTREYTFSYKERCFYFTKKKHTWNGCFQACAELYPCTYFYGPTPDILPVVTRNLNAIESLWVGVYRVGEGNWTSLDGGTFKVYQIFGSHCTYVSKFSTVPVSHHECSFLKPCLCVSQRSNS
PPC-1+TRAIL kill: compounds killing PPC-1 cancer cells with TRAIL present, primary screen, TRAIL potentiator project, ATPLite luminescence, uHTS. 220,000 compounds, 0.41% hits. cell killing (% activity), % at 4 µM. PPC-1 cells + TRAIL, ATPLite viability luminescence;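 active means cell killing above 50% in the first pass at 4 µM, then a duplicate retest at 5 µM averaging 50% or more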;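 further: plate controls were cells with TRAIL plus DMSO for no effect and medium-only wells lacking cells for full effect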
TRPN1 ag: zebrafish TRPN1 channel agonists, primary screen, cell-based, HEK293, calcium fluorescence; 220,000 compounds, 0.18% hits; activation, % at 3 µM; HEK293 zebrafish TRPN1-YFP, Fluo-8 calcium fluorescence; 100% = response to 87 µM carbachol;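 active means activation above its plate's cutoff, the mean activation of test wells on that plate plus 3 SD, cut at about 19% in these data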;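 further: 0% = DMSO alone and 100% = 87 µM carbachol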
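Material: zebrafish TRPN1-YFP in HEK293 cells. Doses: one dose of 3 µM, 0.3% DMSO. Incubation: dye 1 h 37 °C plus 30 min RT. Measured by: intracellular calcium fluorescence with Fluo-8.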
CHOP inhibitor: inhibitors of CHOP promoter induction, primary screen, cell-based, unfolded protein response, luciferase reporter; CHO-K1 CHOP-promoter luciferase, tunicamycin-induced, 15-18 h; inhibition, % at 10 µM; 220,000 compounds, 3.8% hits; AID 2732, 2010;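 active means compounds that reduced the stress-induced luciferase reporter signal by more than about 70% of percent inhibition, limit read from the data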;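 further: 0% = tunicamycin plus vehicle and 100% = wells without tunicamycin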
TRPML3 agonist: human TRPML3 channel agonists, primary screen, cell-based, HEK293 TRPML3-YFP, Fluo-8 calcium fluorescence, 3 µM; 100% = the carbachol control signal; Mucolipin-3 (Homo sapiens), Q8TDD5; 220,000 compounds, 0.29% hits; activation, % at 3 µM; AID 1448, 2008;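 active means activation above its plate's cutoff, the mean activation of the plate's test wells plus 3 SD, cut at about 12% in these data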;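 further: 0% = DMSO only wells and 100% = carbachol wells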
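system = HEK293 cells stably carrying human TRPML3-YFP | doses = one concentration, 3 µM nominal, 0.3% DMSO | timing = dye loading 1 h 37 °C then 30 min ambient, 125 s read | detection = Fluo-8 calcium dye fluorescence, ex 470-495, em 515-575 nm | benchmarks = high control carbachol 87 µM, low control DMSO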
MDM2 E3 inh: MDM2-luciferase reporter signal enhancers, primary screen, MDM2 E3 ligase inhibitor project, cell-based, luminescence, 1536-well. signal enhancement, % at 5 µM. 210,000 compounds, 0.11% hits. cell-based MDM2 ubiquitination luciferase reporter, 2 h; 0 = plate control, 100 = twice control, blank-subtracted. E3 ubiquitin-protein ligase Mdm2 (Homo sapiens), Q00987;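 active means signal enhancement of 30% or more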;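 further: luminescence tracks abundance of the self-degrading MDM2-luciferase fusion protein; higher signal means inhibition of MDM2 E3 ligase activity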
Target sequence (Q00987 whole entry, looked up, the tested form may be a part): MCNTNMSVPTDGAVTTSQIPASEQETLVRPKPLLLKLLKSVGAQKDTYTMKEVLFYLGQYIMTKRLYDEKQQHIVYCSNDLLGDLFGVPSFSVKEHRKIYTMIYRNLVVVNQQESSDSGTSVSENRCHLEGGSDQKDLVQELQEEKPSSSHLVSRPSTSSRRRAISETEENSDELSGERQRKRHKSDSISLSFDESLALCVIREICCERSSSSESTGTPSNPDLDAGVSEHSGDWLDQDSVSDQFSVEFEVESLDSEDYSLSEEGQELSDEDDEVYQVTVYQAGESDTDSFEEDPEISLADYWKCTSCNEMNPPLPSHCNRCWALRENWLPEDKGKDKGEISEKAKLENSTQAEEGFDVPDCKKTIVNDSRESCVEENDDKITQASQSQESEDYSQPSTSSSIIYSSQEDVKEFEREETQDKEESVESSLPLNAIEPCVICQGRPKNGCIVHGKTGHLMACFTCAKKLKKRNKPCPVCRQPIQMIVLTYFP
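Test system: stable mammalian line carrying autodegrading MDM2–luciferase fusion reporter; quantity: 2000 cells in each well; times: 4 h cell settling then 2 h compound exposure, 37 °C; detection: luminescence with SteadyLite reagent, 15 min at room temperature; evaluation: percent signal gain over controls, blank-subtracted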
NCF1 inh: p47phox/p22phox peptide binding inhibitors, primary screen, biochemical, uHTS, NADPH oxidase regulatory subunit; Neutrophil cytosol factor 1 (Homo sapiens), P14598; fluorescence polarization, 2 h; inhibition, % at 24.7 µM; 220,000 compounds, 0.53% hits;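 active means inhibition above about 30%, limit read from the data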;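 further: 0% = p47phox with labelled peptide and 100% = labelled peptide alone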
Target sequence (P14598 whole entry, looked up): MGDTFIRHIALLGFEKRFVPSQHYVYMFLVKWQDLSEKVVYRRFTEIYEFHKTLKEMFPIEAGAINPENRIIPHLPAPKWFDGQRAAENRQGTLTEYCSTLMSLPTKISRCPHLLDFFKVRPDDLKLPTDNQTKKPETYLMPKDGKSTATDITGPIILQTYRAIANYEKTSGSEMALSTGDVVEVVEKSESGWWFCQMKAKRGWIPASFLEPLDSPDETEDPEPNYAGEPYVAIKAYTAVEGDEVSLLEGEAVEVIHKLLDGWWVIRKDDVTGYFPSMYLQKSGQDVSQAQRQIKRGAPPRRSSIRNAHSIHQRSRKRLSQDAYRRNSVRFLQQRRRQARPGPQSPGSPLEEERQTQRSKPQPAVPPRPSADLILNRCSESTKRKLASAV
Starred values were filed as active, the others as inactive; . = not tested or not shown; [ ] = remark or other dose.

SMILES	TNF necrop inh	Runt-SMMHC FRET	EBV gp42 block	PPC-1+TRAIL kill	TRPN1 ag	CHOP inhibitor	TRPML3 agonist	MDM2 E3 inh	NCF1 inh
O=C(CSc1ccc(-c2nc3ccccc3[nH]2)cn1)Nc1ccc(S(=O)(=O)NC2CC2)cc1	-0.1	-1	-9	19	-0.8	-4	0.4	0	-57
CCn1nc(C)c(/C=N\NC(=O)c2cccc(OC)c2)c1C	1.0	1	-28	11	-1.1	-31	0.1	-17	-1
Cc1nc2cc(N3CCN(C)CC3)c(NC(=O)Cc3ccccc3)cc2c(=O)n1Cc1ccccc1	1.0	-1	8	5	1.1	49	0.6	-41	-1
COc1ccc(CNC(=O)CCC(=O)N2CCN(S(=O)(=O)c3ccc(Cl)cc3)CC2)cc1	0.9	-4	-6	14	-0.9	5	0.4	-5	-1
COc1ccccc1N1C(=O)C2CCC(c3ccccc3)CC2C1=O (configuration not stated)	-0.2	7	3	8	0.4	29	0.4	0	-3
CCN(c1ccccc1)S(=O)(=O)c1ccc(Cl)c(NC(=O)CN(C)C2CCN(C)CC2)c1	-4.3	0	-2	24	1.1	21	0.4	-11	7
CC(c1c(O)c2ccccc2[nH]c1=O)C1(C)CCC(O)C(C)(C)O1 (configuration not stated)	-0.2	1	-11	2	1.2	3	0.3	-4	2
O=C(CCc1ccc(O)cc1)NNC(=S)NCCc1ccccc1	0.5	0	-5	3	1.1	9	0.7	-10	-8
O=C(c1cccn(Cc2ccc(Cl)c(Cl)c2)c1=O)N1CCOCC1	-1.9	-7	2	9	2.0	-10	0.8	-5	-6
COc1cc(-c2nc(-c3ccc(Br)o3)no2)cc(OC)c1OC	0.4	1	3	14	0.8	42	0.8	-13	-9
Cc1ccc(Nc2c([N+](=O)[O-])cc(C(=O)N3CC(=O)Nc4ccccc43)cc2[N+](=O)[O-])c(C)c1	-8.9	-6	-14	10	-1.2	-10	-1.4	-16	-1
C=CCn1c(SCC#N)nc2c(c1=O)C(C)(C)Cc1ccccc1-2	1.9	2	18	28	2.3	68	0.1	-30	-6
Cc1cccc(NC(=O)CS(=O)(=O)Cc2ccccc2)n1	1.1	-1	-12	8	0.1	-5	0.6	-3	0
N#CCc1nc2ccccc2c(=O)[nH]1	1.0	3	-3	-10	0.0	-7	1.2	-8	2
CCn1c(SCC(=O)NCc2ccc3c(c2)OCO3)nnc1-c1ccncc1	1.0	0	-15	15	0.0	-2	0.2	-2	-6
Cc1ccc(C2=[N+]([O-])C3(CCCCC/C3=N\NC(N)=O)N(O)C2(C)C)o1 (configuration not stated)	-0.8	2	-6	14	0.6	21	-0.3	-6	-6
CCn1nnc(NC(=O)c2ccc(-c3ccccc3[N+](=O)[O-])o2)n1	1.0	1	-5	0	1.0	-2	-0.2	-6	-5
Cc1ccc(N2C(=O)SC(Cc3ccccc3)C2=O)cc1 (configuration not stated)	3.0	-1	-13	-6	-2.9	9	-1.1	-8	-4
O=C(COC(=O)Cn1c(C(F)(F)F)nc2ccccc21)Nc1ccc2c(c1)OCCO2	-0.9	3	-9	4	2.0	38	0.7	1	-2
CCCc1[nH]nc2c1C(c1ccccc1OC)C(C#N)=C(N)O2 (configuration not stated)	-9.3	2	-8	-5	-0.4	22	0.4	-5	-7
O=C(Nc1ccccc1)c1cccnc1N1CCCC1	0.5	1	-1	17	0.6	-1	0.6	2	-3
Cc1cc2c(ncn2C(C)C)c(NS(=O)(=O)c2ccc(F)cc2)c1C	-1.2	-4	-6	16	-2.0	42	-0.3	12	1
Cc1ccc(CCNC(=O)C2CCN(C(=O)c3sccc3-n3cccc3)CC2)cc1	-2.1	0	0	4	1.3	31	-0.8	-20	2
CCOc1ccc(N2CC(C(=O)Nc3ccc(S(=O)(=O)Nc4ncccn4)cc3)CC2=O)cc1 (configuration not stated)	-1.0	0	-20	-9	0.1	35	1.1	-7	-8

Record cards (already shown).
`Cc1cccc(NC(=O)CS(=O)(=O)Cc2ccccc2)n1` as listed: TNF necrop inh: 1.1; Runt-SMMHC FRET: -1; EBV gp42 block: -12; PPC-1+TRAIL kill: 8; TRPN1 ag: 0.1; CHOP inhibitor: -5; TRPML3 agonist: 0.6; MDM2 E3 inh: -3; NCF1 inh: 0
`Cc1ccc(C2=[N+]([O-])C3(CCCCC/C3=N\NC(N)=O)N(O)C2(C)C)o1` (configuration not stated) as listed: TNF necrop inh: -0.8; Runt-SMMHC FRET: 2; EBV gp42 block: -6; PPC-1+TRAIL kill: 14; TRPN1 ag: 0.6; CHOP inhibitor: 21; TRPML3 agonist: -0.3; MDM2 E3 inh: -6; NCF1 inh: -6
`O=C(Nc1ccccc1)c1cccnc1N1CCCC1` as listed: TNF necrop inh: 0.5; Runt-SMMHC FRET: 1; EBV gp42 block: -1; PPC-1+TRAIL kill: 17; TRPN1 ag: 0.6; CHOP inhibitor: -1; TRPML3 agonist: 0.6; MDM2 E3 inh: 2; NCF1 inh: -3

(listing goes on)
SMILES	TNF necrop inh	Runt-SMMHC FRET	EBV gp42 block	PPC-1+TRAIL kill	TRPN1 ag	CHOP inhibitor	TRPML3 agonist	MDM2 E3 inh	NCF1 inh
O=[N+]([O-])c1cccc(-c2nnc(C3CC3)o2)c1	2.3	-5	-9	6	-0.2	7	0.4	-6	-2
CCc1ccc(/C([O-])=C(/C(=S)NCCN2CCOCC2)[n+]2ccccc2)cc1	-0.3	-5	6	-1	2.1	3	0.5	-24	-8
COc1ccc(CN(Cc2ccccn2)S(=O)(=O)c2ccc(-n3cnnn3)cc2)cc1	-5.5	-1	-4	.	1.5	37	-0.2	10	-11
COC(=O)CCC(=O)OC1(C)C(=O)C2=CN(CC(C)C)C(c3ccc(OC)cc3)=CC2=C(Br)C1=O (configuration not stated)	-1.3	9	24	-2	.	-8	.	-4	-7
Cc1cc(-c2ccccc2)nc(N(C)N)c1S(C)(=O)=O	1.0	1	-2	5	-0.5	18	0.1	-9	2
O=C(O)c1cccc(N2C(=O)CCC2=O)c1	3.9	-1	-11	-3	2.5	5	0.9	.	-5
CC(NO)/C(=N\O)c1cccs1 (configuration not stated)	1.4	-1	0	11	0.4	106*	0.3	-5	-18
O=C(NN1C(=O)c2ccccc2C1=O)C1C2CCCCC21 (configuration not stated)	0.8	0	-16	15	2.5	19	1.1	.	-5
O=C(CSc1nc2c(c(=O)n1-c1ccc(Br)cc1)SCC2)NCC1CCCO1 (configuration not stated)	-1.0	0	11	6	-1.2	-15	-0.6	-8	-9
O=[N+]([O-])c1ccc(Oc2ccc(F)cc2)c2ccncc12	-2.5	2	-11	-6	-2.0	77*	-0.1	-17	-9
CC(Oc1ccc(Cl)cc1)c1ccn[nH]1 (configuration not stated)	0.8	8	1	-3	-1.8	0	-0.7	15	5
OCc1nc2ccccc2n1/N=C/c1cccs1	2.8	2	-4	-1	0.1	-1	-0.2	-23	-8
CCCCSCc1cc(C(=O)O)oc1C(C)(C)C	-1.6	0	-8	8	-1.3	-7	1.1	-9	-15
COc1ccc2nc(N3CCC(C)CC3)c(C#N)cc2c1	1.5	70*	50	2	1.5	31	-0.2	1	-2
Cc1ccc(NC(=O)/C=C/c2cccc(C(F)(F)F)c2)cc1	0.9	2	-4	18	-0.5	35	0.3	-10	-14
COc1ccc(C2OC(=O)CC2C(=O)NC2CCCCCC2)cc1OC (configuration not stated)	-1.2	-2	-13	-11	-1.5	15	-0.8	-7	-8
CCOc1ccc(C(O)c2nccn2C)cc1 (configuration not stated)	-0.3	1	-13	18	0.8	8	0.3	-23	-13
CCN1CCN(C(=O)c2ccccc2N(Cc2ccccc2)S(C)(=O)=O)CC1	0.5	-2	-26	11	1.1	10	0.6	4	-10
O=S(=O)(c1cccc(-c2nnc(-c3cccnc3)o2)c1)N1CCCCC1	-2.3	-2	-12	15	0.0	5	-0.7	.	-2
COc1ccc(N2C(=O)C(CC(=O)Nc3ccccc3)N(CCc3ccc(OC)c(OC)c3)C2=O)cc1 (configuration not stated)	0.8	-4	-3	8	2.4	16	1.3	-2	-8
O=C1c2ccccc2C(O)N1c1cccnc1 (configuration not stated)	0.8	-6	-7	17	0.9	-4	0.8	-6	-20
CC(=O)c1cnc2nc(C(F)(F)F)nn2c1C	-2.2	-5	-9	5	2.2	-7	1.1	-4	3
c1ccc(Nc2cccc3c(Nc4ccccc4)cccc23)cc1	1.6	-2	-18	9	0.9	79*	0.3	.	-2
Cc1oc(-c2cc(F)ccc2F)nc1CN1CCN(C)C(=O)[C@@H]1C	0.1	3	-13	13	-0.4	-2	-0.3	-23	-25
CCc1nnc(NC(=O)Cn2nc(-c3ccc(OC)c(OC)c3)ccc2=O)s1	-0.2	3	-21	3	1.2	-9	0.1	-8	-18
O=C(CC1Sc2ccccc2NC1=O)OCc1cc(=O)oc2cc(O)ccc12 (configuration not stated)	-0.3	.	40	-2	5.9	17	0.8	-6	-60
CCCn1[nH]cc(SC)c(=O)c1=O	-2.8	1	-3	-15	-0.1	-18	0.0	-10	-3
COc1ccc(C2C3=C(CCCC3=O)Nc3ccc4ncccc4c32)cc1OC (configuration not stated)	-2.6	7	-2	8	0.0	-12	0.1	-5	4
CCOC(=O)CC1(c2ccccc2)CCOC(C)(C)C1 (configuration not stated)	0.3	0	-5	0	3.1	-17	0.4	-8	0
CN(Cc1ccccc1)C(=O)c1nc2ccccn2c1CNCCCOc1cccnc1	2.3	0	9	22	0.0	-4	-0.3	5	25
O=C(NNS(=O)(=O)c1ccc(F)cc1)c1cnn(-c2ccccc2)c1C(F)(F)F	1.0	1	0	14	1.4	-2	0.2	13	-4
O=C(NNS(=O)(=O)c1ccc2ccccc2c1)NC1CCCCC1	0.4	3	1	7	-0.3	15	0.0	0	3
COc1ccc(C2C(=O)N(C3CCCCC3)CC(=O)N2C2CCCC2)cc1 (configuration not stated)	-3.0	-140	-11	1	-0.1	8	0.6	-5	-19
CCOC(=O)c1sc(NC(=O)CSc2nc3c(c(=O)n2-c2ccccc2)SCC3)c(C(=O)OCC)c1C	-0.1	81	0	6	-0.2	14	1.2	.	-15
NC(=O)c1cccnc1Oc1ccccc1	-0.3	-3	-1	24	1.2	5	0.4	-3	4
CC(=O)c1sc(NC(=O)c2ccc(C)cc2)nc1C	-1.1	-4	7	56*[5 µM]	0.3	-3	0.2	-44	-7
